Bioassay records from PubChem.
UHRF1 binding – blocks human UHRF1 binding to methylated DNA | Q96T88 | UHRF1 binding to methylated oligo, TR-FRET | inhibition, % at 4.4 µM | 0.75% of 370,000 active | AID 687016; in the data active = inhibition above about 21%;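 note: UHRF1 SRA domain binding a hemimethylated CpG hairpin DNA probe; 0% = median of test compound wells and 100% = reference inhibitor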
GC-B act – GC-B (human) receptor activation. P20594. HEK293-GC-B cells, CNP EC30, cGMP TR-FRET; 0% at EC30 CNP, 100% saturating CNP. activation, % at 10 µM. 0.11% of 370,000 active;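 active = activation at 10 µM reaching about 35% in either raw or pattern-adjusted values, limit read from the data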
GC-A act – GC-A (human) enzyme activation. activation, % at 10 µM. HEK293 GC-A cells, cGMP TR-FRET, EC30 ANP; 0% at EC30 ANP, 100% saturating ANP. 0.14% of 370,000 active. AID 1671463; in the data active = activation above about 40%
TCR CD3 inh – blocks the human TCR-CD3 interaction; TAMRA-labeled TCR probe fluorescence, biochemical; inhibition, % at 9.4 µM; 0.37% of 360,000 active; in the data active = inhibition above about 19%;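 note: recombinant mutant TCR 2C K166C tagged with TAMRA read by polarization; 0% = receptor in buffer alone and 100% = receptor with positive control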
SIAE primary – inhibitors of human sialic acid acetylesterase SIAE. SIAE FP-Rh probe binding, fluorescence polarization. 0.69% of 370,000 active. inhibition, % at 9.66 µM. Q9HAT2;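 active = inhibition above a cutoff: mean of compounds within the control limits plus 3 SD of those, cut at about 17% in these data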;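 note: 0% = plate median of compound wells and 100% = probe without SIAE protein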
Target sequence (Q9HAT2 whole entry, looked up): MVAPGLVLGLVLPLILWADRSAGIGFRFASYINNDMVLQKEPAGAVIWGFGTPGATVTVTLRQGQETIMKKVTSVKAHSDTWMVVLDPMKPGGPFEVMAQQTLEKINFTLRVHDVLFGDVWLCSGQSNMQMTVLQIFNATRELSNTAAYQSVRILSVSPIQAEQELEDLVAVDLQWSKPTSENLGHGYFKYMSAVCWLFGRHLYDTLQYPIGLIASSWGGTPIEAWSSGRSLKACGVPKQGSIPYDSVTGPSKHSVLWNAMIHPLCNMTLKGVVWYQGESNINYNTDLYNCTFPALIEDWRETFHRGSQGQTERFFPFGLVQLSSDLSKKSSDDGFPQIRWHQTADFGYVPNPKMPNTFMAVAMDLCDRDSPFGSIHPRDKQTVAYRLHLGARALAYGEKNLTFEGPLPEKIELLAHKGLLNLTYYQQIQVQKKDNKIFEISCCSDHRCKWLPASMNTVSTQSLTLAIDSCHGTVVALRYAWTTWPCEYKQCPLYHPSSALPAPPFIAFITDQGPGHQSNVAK
rCAG binder – binds r(CAG) RNA repeats | r(CAG) RNA repeat, TO-PRO-1 dye displacement fluorescence | inhibition, % at 3 µM | 1.3% of 370,000 active | AID 651821;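 active = inhibition above the plate cutoff, the mean of all test compounds on that plate plus 3 SD, cut at about 35% in these data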;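 note: 0% = DMSO alone and 100% = 100 µM mitoxantrone as full dye displacement; higher means more dye released from RNA so lower well fluorescence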
HTRA1 inh – blocks human HTRA1 serine peptidase | Q92743 | recombinant HTRA1, FP-rhodamine activity-based probe, fluorescence polarization | inhibition, % at 5.96 µM | 0.5% of 340,000 active; in the data active = inhibition above about 36%;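 note: 0% = enzyme with DMSO and 100% = wells lacking enzyme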
Target sequence (Q92743 whole entry, looked up): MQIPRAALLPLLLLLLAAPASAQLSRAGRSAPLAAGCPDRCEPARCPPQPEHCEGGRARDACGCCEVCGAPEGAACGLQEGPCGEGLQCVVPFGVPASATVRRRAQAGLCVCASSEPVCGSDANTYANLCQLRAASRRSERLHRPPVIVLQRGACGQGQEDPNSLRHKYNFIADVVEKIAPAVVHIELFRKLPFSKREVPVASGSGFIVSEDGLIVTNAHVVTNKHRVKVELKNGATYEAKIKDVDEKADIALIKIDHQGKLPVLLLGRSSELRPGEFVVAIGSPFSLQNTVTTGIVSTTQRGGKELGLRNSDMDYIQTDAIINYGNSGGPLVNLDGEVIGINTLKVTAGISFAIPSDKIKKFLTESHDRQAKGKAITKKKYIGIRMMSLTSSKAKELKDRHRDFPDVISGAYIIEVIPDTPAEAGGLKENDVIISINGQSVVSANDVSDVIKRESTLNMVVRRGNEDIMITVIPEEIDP
PRMT1 inh – PRMT1 (human) inhibition, primary screen; 1.3% of 370,000 active; Q99873; inhibition, % at 2.79 µM; recombinant PRMT1, activity-based probe fluorescence polarization;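 active = inhibition above about 21% made by adding two undisclosed values, limit read from the data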
MBD2 inh – blocks human MBD2 binding to methylated DNA | 0.31% of 370,000 active | TR-FRET, MBD2 binding to methylated oligonucleotide | inhibition, % at 4.4 µM | Q9UBB5; in the data active = inhibition above about 13%
ABHD4 inh – inhibits mouse alpha/beta hydrolase domain 4 | inhibition, % at 8.92 µM | purified mABHD4, FP-Rh probe fluorescence polarization | 0.54% of 370,000 active;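 active = inhibition exceeding the mean over every tested compound plus 3 SD, cut at about 30% in these data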;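 note: 0% = plate median of compound wells and 100% = S159A mutant with DMSO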
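Test system: mouse ABHD4 enzyme, wild type. Reagent: FP-Rh fluorescent activity-based probe, added after compound pre-incubation. Timing: pre-incubation 45 min, probe exposure 60 min, at 25 °C. Technique: FP readout, ex 525 nm / em 598 nm. Benchmarks: high control S159A mutant with DMSO, low control median of compound wells.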
The depositor's hits bear a star; . = no result given. This is a subset; the hit share may differ from the screen's.

SMILES	UHRF1 binding	GC-B act	GC-A act	TCR CD3 inh	SIAE primary	rCAG binder	HTRA1 inh	PRMT1 inh	MBD2 inh	ABHD4 inh
COc1cccc(NC(=O)c2ocnc2C)c1	0	3	6	-3	0	-2	-1	1	-4	5
CCC(C(=O)Nc1nc(C)c(C(=O)OC)s1)c1ccccc1 (stereo not given)	9	-8	-1	0	6	-4	1	-3	4	1
COC(=O)[C@]12C[C@H](CC(=O)NCc3cccc(C(F)(F)F)c3)C(=O)N(Cc3cccc4ccccc34)C1=C[C@H](C(C)C)O[C@@H]2C1CC1	-1	3	-1	.	1	4	.	1	2	-12
COc1ccc(N2CC(C(=O)Nc3ccncc3)CC2=O)cc1 (stereo not given)	4	5	3	-5	-1	-1	-3	9	3	-14
Cc1ccc2c(c1)N(C(=O)CCC(=O)NCCCN1CCN(C)CC1)CC(C)O2 (stereo not given)	1	-6	0	-8	3	1	2	2	4	6
O=C(NCCCN1CCCC1=O)[C@H](CSCc1ccccc1)N1Cc2ccccc2C1=O	2	1	3	-4	-1	0	-2	-1	-2	-2
O=C(NNc1nc(-c2ccc(F)cc2)cs1)c1ccccc1	1	0	0	-6	-4	11	13	0	-2	-2
Clc1ccc(/C=C/c2nc3ccccc3[nH]2)c(Cl)c1	-4	-4	8	5	-51	13	-70	1	1	-31
COc1ccc(/C(C)=N/NC(=O)C(NC(=O)c2ccccc2)c2n[nH]c(=O)c3ccccc23)c(OC)c1 (stereo not given)	-2	0	4	5	-5	2	-9	0	1	-1
Oc1c(C=NCc2ccc(F)cc2)[nH]c2ccc(Br)c(Cl)c12	-5	-6	-6	1	-2	8	.	2	-8	3
COc1cc(N)c(Cl)cc1C(=O)OCC(=O)NCc1cccs1	2	4	-1	-7	-1	4	-2	4	3	-10
Cc1ccc(CN(C)C(=O)c2cccc(S(=O)(=O)N3CCCC3)c2)cc1	1	-8	-1	8	-6	-1	7	0	-2	7
COc1ccccc1NS(=O)(=O)c1cc(NC(=O)CNC(=O)c2ccc(C)s2)ccc1Cl	-4	-3	-7	-2	-41	16	-40	0	1	-26
O=C(NN1C(=O)NC2(CCCCC2)C1=O)c1cc(F)cc(F)c1	2	10	0	0	-8	2	5	1	-2	6
CCOC(=O)C1CCN(CC(=O)Nc2c(C(=O)OC)[nH]c3ccc(Cl)cc23)CC1	-1	-3	12	4	-5	3	-13	-5	2	-2
CCc1nc(SCC(=O)Nc2nnc(CC(C)C)s2)n[nH]1	-1	-1	-3	-4	3	-1	-4	-1	3	2
Fc1ccc(CSc2ncnc3nc[nH]c23)cc1	0	2	5	0	-3	2	-1	-2	-2	5
CCCCc1cc(=O)oc2cc(OCC(=O)Nc3ccccn3)ccc12	-1	-7	4	0	0	2	-5	0	3	-8
Cc1c(NC(=O)c2ccc(C(=O)Nc3c(C)n(C)n(-c4ccccc4)c3=O)cc2)c(=O)n(-c2ccccc2)n1C	1	-1	-1	-6	-2	2	2	0	0	-5
Cn1nc(-c2ccccc2)c(CSc2ccccc2)c1Cl	2	-9	-2	2	-13	2	-11	-2	-2	-24

Looked up above:
rCAG binder, COc1ccccc1NS(=O)(=O)c1cc(NC(=O)CNC(=O)c2ccc(C)s2)ccc1Cl = 16
GC-B act, CCOC(=O)C1CCN(CC(=O)Nc2c(C(=O)OC)[nH]c3ccc(Cl)cc23)CC1 = -3

Single records, from the list above:
`COc1ccccc1NS(=O)(=O)c1cc(NC(=O)CNC(=O)c2ccc(C)s2)ccc1Cl` across the screens: UHRF1 binding: -4; GC-B act: -3; GC-A act: -7; TCR CD3 inh: -2; SIAE primary: -41; rCAG binder: 16; HTRA1 inh: -40; PRMT1 inh: 0; MBD2 inh: 1; ABHD4 inh: -26
`Clc1ccc(/C=C/c2nc3ccccc3[nH]2)c(Cl)c1` across the screens: UHRF1 binding: -4; GC-B act: -4; GC-A act: 8; TCR CD3 inh: 5; SIAE primary: -51; rCAG binder: 13; HTRA1 inh: -70; PRMT1 inh: 1; MBD2 inh: 1; ABHD4 inh: -31

Additional entries:
SMILES	UHRF1 binding	GC-B act	GC-A act	TCR CD3 inh	SIAE primary	rCAG binder	HTRA1 inh	PRMT1 inh	MBD2 inh	ABHD4 inh
Cc1ccc(S(=O)(=O)N2CCCCC2)cc1NC(=O)COC(=O)c1cccc(O)c1	-3	-4	0	-1	-1	6	-6	-1	-1	-4
Cn1cc(CNC(=O)C2CCC(=O)N(Cc3cccc(C(F)(F)F)c3)C2)cn1 (stereo not given)	-1	-2	3	1	-1	-5	2	-1	4	-7
Cc1ccc(N/C=C2\CCCCC2=O)c(C)c1	0	4	1	3	0	0	2	2	0	3
CCCOc1ccc(F)cc1-c1cc(C(=O)Nc2ccc(OC)cc2OC)[nH]n1	0	1	11	-6	-11	7	.	4	-5	-8
Cc1cc(C(=O)NP(=O)(N2CCOCC2)N2CCOCC2)c(C)n1-c1ccc(Br)cc1	21*	10	2	1	1	-5	6	0	6	-3
O=C(CC1C(=O)NCCN1Cc1ccc(Cl)c(F)c1)NCC1CCOCC1 (stereo not given)	1	4	-3	3	9	0	-2	1	-2	-1
CC(C)CCNC(=O)CCC(=O)NNc1nc2ccccc2c2nc(-c3ccccc3)nn12	0	-4	2	0	-6	-2	-2	2	-5	10
NNC(=O)Nc1cccc(C(F)(F)F)c1	-1	1	3	-1	-5	0	-10	8	0	1
O=C(CN(C(=O)CNC(=O)c1ccco1)c1cccc(F)c1)NC1CCCCC1	-1	2	0	5	0	-4	0	1	2	5
Cc1cc(Cl)ccc1N(CC(=O)N=Nc1c(O)[nH]c2ccccc12)S(C)(=O)=O	-3	2	2	6	0	9	-21	0	0	-9
CC(=O)Oc1ccc(Nc2ccccc2)cc1	0	-2	-2	2	1	0	6	1	0	7
COc1ccc(CNC(=O)C2CC(=O)N(C3CCCC3)C2)cc1 (stereo not given)	-2	-2	3	4	6	-5	4	0	-5	-11
Clc1ccc(Cc2nn3c(Cn4nnc5ccccc54)nnc3s2)cc1	-3	-1	0	6	1	2	-6	2	1	-1
COC(=O)c1ccc(C2/C(=C(/O)c3ccc(OC)cc3)C(=O)C(=O)N2c2cc(C)on2)cc1 (stereo not given)	1	3	0	14	-3	18	-4	0	-2	-2
Fc1ccc(-n2c(-c3ccc4ccccc4n3)n[nH]c2=S)cc1Cl	-4	-13	1	3	8	7	6	5	-1	5
CC(=O)Nc1ccc(S(=O)(=O)NCCC(=O)N2CCCCC2)cc1	1	3	2	-1	1	-1	0	1	3	6
CC(C)(C)NC(=O)C(OC(=O)c1ccco1)c1ccccc1F (stereo not given)	-1	3	-11	-12	-4	-3	12	1	3	6
O=C(COc1ccc(S(=O)(=O)N2CCOCC2)cc1)NCCc1ccc(Cl)cc1	0	0	-2	14	1	2	-2	-1	1	4
Cc1nnc(-c2ccco2)c2cn(-c3cccc(Br)c3)nc12	-5	5	2	1	-6	14	-17	1	-3	-22
CCc1cc(=O)oc2cc(C)cc(OC(C)C(=O)NCCCN3CCOCC3)c12 (stereo not given)	3	-1	-2	-3	-2	-5	-1	0	2	5
C/C(=N/NC(=O)CNS(=O)(=O)c1ccc(C)cc1)c1cccc([N+](=O)[O-])c1	0	-4	0	-6	-5	-2	-5	1	4	-3
CCOC(=O)N1CCN(C(=O)CN(C)S(=O)(=O)c2ccc(OCC)cc2)CC1	3	-4	3	-4	8	-1	2	-4	-7	-3
CCOc1ccccc1-n1c(SCC(=O)NC(C)CC)nnc1-c1ccoc1C (stereo not given)	1	-12	-18	8	2	-11	-1	-2	-3	1
O=C(COC(=O)C1CC1)Nc1ccc(N=Nc2ccccc2)cc1	-1	-2	10	7	-3	0	15	-6	-1	-2
O=C(C[C@H]1CC[C@@H]2[C@H](COC[C@@H](O)CN2Cc2cccc(F)c2)O1)NCC1CCCCC1	1	5	0	2	6	0	.	0	5	4
O=C(COC(=O)c1ccc([N+](=O)[O-])s1)Nc1ccc(F)cc1	-2	5	-1	1	-2	0	27	0	-4	0
O=C(O)CC(NNC(=O)c1ccccc1)C(=O)Nc1cccc([N+](=O)[O-])c1 (stereo not given)	6	2	0	-6	-5	9	-7	10	9	-7
CC1=C(C(=O)OCCCCCl)C(c2cc3c(cc2Br)OCO3)NC(=O)N1 (stereo not given)	-2	4	-3	2	-3	-6	-28	-2	-2	-2
CC(=O)Nc1ccc(S[C@@H](CCN2CC[C@H](C(C)(C)C)CCC2=O)c2ccccc2)cc1	2	2	-4	-1	-5	1	-75	45*	4	-13
CC(C(=O)N1CCCCC1)N(C)CC(=O)Nc1ccc(F)c(F)c1F (stereo not given)	0	4	3	2	2	2	0	-2	-3	-2
Cc1ccccc1OCC(=O)NNC(=O)CCN1C(=O)c2ccccc2C1=O	-1	-1	-3	6	-2	-4	2	1	-3	-5
CC(=O)Nc1ccc(S(=O)(=O)NC(C)C(=O)NCC(c2ccco2)N(C)C)cc1 (stereo not given)	-2	-1	2	-1	-8	2	1	6	0	2
COc1ccccc1CN1CCCC(N2CCN(c3ccc(F)cc3)CC2)C1 (stereo not given)	0	0	-1	-1	3	-9	-1	-1	0	-6
COc1cccc(NC(=O)CN(C)C(=O)c2cc(-c3ccccc3)nc3ccccc23)c1	-3	1	1	-1	-4	7	-29	2	1	-6
COc1ccccc1NC(=O)CSc1nc2n[nH]c(C)c2c(=N)n1-c1ccccc1Cl	2	0	7	4	-36	17	-86	-3	2	-4
COc1c(C)cc(C(=O)C2CCCN(C(=O)c3cccc(F)c3)C2)cc1C (stereo not given)	-1	1	3	3	0	-5	1	0	1	0
O=C(Nc1ccc(NC(=O)c2ccc([N+](=O)[O-])o2)cc1Cl)c1ccco1	1	1	-2	1	-4	1	5	-1	-2	-2
CCOC(=O)c1ccc(NC(=O)c2c(N)n(C)c(=O)n(C)c2=O)cc1	0	-5	2	5	0	-1	3	0	-2	0
COc1ccc(CNC(=O)CCN2C(=O)c3ccccc3C2=O)cc1	1	-3	0	-6	-3	0	-3	-1	0	0
COc1ccc(C(=O)Nc2cc(OC)ccc2OC)cc1	-2	-11	9	0	3	-1	-1	4	1	-1
CN(c1ccccc1)S(=O)(=O)c1cccc(C(=O)OCC(=O)Nc2ccc3[nH]c(=O)[nH]c3c2)c1	1	-1	1	-6	-1	10	-5	6	2	-5
O=C1CC(c2ccccc2)C(C(=O)Nc2ccccc2F)N1 (stereo not given)	-1	-4	0	3	0	2	6	-7	-3	3
CN(C)c1ccc(C2NCCS2)cc1 (stereo not given)	0	4	3	-3	6	0	5	35*	0	7
CCN(CC(=O)Nc1ccc2c(c1)OCCO2)C(=O)COc1cc(C)ccc1Cl	0	-2	-4	-2	-4	-2	-7	8	8	-22
CCOC(=O)Cc1csc(NC(=O)CN2CCOCC2)n1	-1	2	6	4	-4	2	4	3	-4	-3
COc1ccc(-n2nnnc2SCC(=O)NC2CCS(=O)(=O)C2)cc1 (stereo not given)	-3	1	0	7	2	3	0	1	3	7
Cc1cc(C)cc(OCC(C)CN2CCC(C(O)(c3ccccc3)c3ccccc3)CC2)c1 (stereo not given)	-2	-5	-8	.	-4	3	.	2	-1	13
C[C@@H]1NS(=O)(=O)[C@H]2C[C@@H]3C=C[C@]2(O3)[C@H]1OC(=O)Nc1ccc(C(F)(F)F)cc1[N+](=O)[O-]	5	1	-2	-5	-5	6	3	0	5	0
O=C(NC1CCS(=O)(=O)C1)Oc1ccccc1 (stereo not given)	-4	6	0	6	3	-5	6	-4	1	-4
